Assay outcomes as filed in PubChem BioAssay.
Runt-SMMHC FRET: inhibitors of human RUNX1 Runt domain binding to CBFb-SMMHC. Q01196+Q13951. Cerulean-Runt/Venus-CBFb-SMMHC FRET ratio 530/480, 1 h. inhibition, % at 20 µM. hit rate 0.74% among 220,000;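 active = mean inhibition across duplicate retests at 20 µM reaching about 50%, limit read from the data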;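 note: 0% = DMSO wells and 100% = wells with excess untagged CBFb-SMMHC; inhibitors lower the FRET ratio by blocking Runt binding to CBFb-SMMHC; some results filed as inactive read as strong as hits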
TRPN1 ag: activates the zebrafish TRPN1 channel | HEK293 zebrafish TRPN1-YFP, Fluo-8 calcium fluorescence; 100% = response to 87 µM carbachol | activation, % at 3 µM | hit rate 0.18% among 220,000 | AID 1424;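 active = activation above its plate's cutoff, the mean activation of test wells on that plate plus 3 SD, cut at about 19% in these data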;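 note: 0% = DMSO alone and 100% = 87 µM carbachol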
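System: zebrafish TRPN1-YFP in HEK293 cells / Dosing: 3 µM single point / Timing: dye loading 1 h at 37 °C, then 30 min room temperature / Signal: Fluo-8 calcium fluorescence, excitation 470-495 nm, emission 515-575 nm / Read-out basis: percent activation from peak over basal fluorescence ratio, control-normalized / Control set: high carbachol 87 µM, low DMSO alone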
p47phox inh: inhibitors of human p47phox binding; AID 1274; inhibition, % at 24.7 µM; P14598; p47phox/p22phox peptide binding, fluorescence polarization, 2 h; hit rate 0.53% among 220,000;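 active = inhibition above about 30%, limit read from the data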;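 note: 0% = p47phox with labelled peptide and 100% = labelled peptide alone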
MDM2 E3 inh: inhibitors of human Mdm2 E3 ubiquitin ligase | cell-based MDM2 ubiquitination luciferase reporter, 2 h; 0 = plate control, 100 = twice control, blank-subtracted | hit rate 0.11% among 210,000 | Q00987 | AID 1230 | signal enhancement, % at 5 µM;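 active = signal enhancement of 30% or more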;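 note: luminescence tracks abundance of the self-degrading MDM2-luciferase fusion protein; higher signal means inhibition of MDM2 E3 ligase activity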
Target sequence (Q00987 whole entry, looked up, the tested form may be a part): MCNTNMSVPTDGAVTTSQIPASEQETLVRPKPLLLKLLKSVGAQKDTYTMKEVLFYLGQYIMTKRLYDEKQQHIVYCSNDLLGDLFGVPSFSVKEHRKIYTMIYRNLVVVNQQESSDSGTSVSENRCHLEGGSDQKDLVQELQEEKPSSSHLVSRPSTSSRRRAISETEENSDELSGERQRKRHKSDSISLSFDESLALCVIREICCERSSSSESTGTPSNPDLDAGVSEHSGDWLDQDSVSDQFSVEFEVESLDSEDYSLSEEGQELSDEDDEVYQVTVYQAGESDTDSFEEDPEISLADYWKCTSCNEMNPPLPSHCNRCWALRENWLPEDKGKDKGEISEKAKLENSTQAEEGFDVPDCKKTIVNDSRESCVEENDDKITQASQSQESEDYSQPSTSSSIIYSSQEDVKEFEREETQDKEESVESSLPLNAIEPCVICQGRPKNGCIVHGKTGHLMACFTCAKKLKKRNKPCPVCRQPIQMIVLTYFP
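System: stable MDM2–luciferase fusion reporter cells / Input: 2000 cells seeded into each well / Schedule: 4 h settle plus 2 h compound, 37 °C / Compound: single-point 5 µM / Buffer or medium: cells held in DMEM / Benchmarks: control and blank well means / Evaluation: percent signal gain over controls, blank-subtracted / Measured by: luciferase luminescence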
TNF death inh: inhibitors of TNF-alpha induced necroptosis in Jurkat FADD-/- cells; Jurkat FADD-/- TNF necroptosis rescue, ATP luminescence, 24 h; 0 = TNF only, 100 = no-TNF cells; activation (protection from cell death), % at 10 µM; hit rate 0.068% among 220,000; AID 463075;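 active = activation, meaning protection from cell death, of at least 50% relative to plate controls; inactive = activation below 50%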;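 note: necroptosis triggered by 40 ng/mL TNF-alpha added together with compound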
PPC-1+TRAIL kill: kills PPC-1 cancer cells in the presence of TRAIL. PPC-1 cells + TRAIL, ATPLite viability luminescence. cell killing (% activity), % at 4 µM. hit rate 0.41% among 220,000. AID 1443;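 active = cell killing above 50% in the first pass at 4 µM, then a duplicate retest at 5 µM averaging 50% or more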;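 note: plate controls were cells with TRAIL plus DMSO for no effect and medium-only wells lacking cells for full effect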
EBV gp42 block: EBV gp42 inhibition; inhibition, % (tested at 21.74 µM); hit rate 0.42% among 220,000; AID 1085; Q1HVG2; Fluorescence polarization binding assay, mP read-out; in the data active = inhibition above about 50%
CHOP inhibitor: CHOP inhibition in unfolded protein response; CHO-K1 CHOP-promoter luciferase, tunicamycin-induced, 15-18 h; inhibition, % at 10 µM; hit rate 3.8% among 220,000;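 active = compounds that reduced the stress-induced luciferase reporter signal by more than about 70% of percent inhibition, limit read from the data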;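 note: 0% = tunicamycin plus vehicle and 100% = wells without tunicamycin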
TRPML3 ag: activates the human TRPML3 channel. Q8TDD5. HEK293 TRPML3-YFP, Fluo-8 calcium fluorescence; 100% = the carbachol control signal. activation, % at 3 µM. hit rate 0.29% among 220,000;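 active = activation above its plate's cutoff, the mean activation of the plate's test wells plus 3 SD, cut at about 12% in these data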;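 note: 0% = DMSO only wells and 100% = carbachol wells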
Target sequence (Q8TDD5 whole entry, looked up): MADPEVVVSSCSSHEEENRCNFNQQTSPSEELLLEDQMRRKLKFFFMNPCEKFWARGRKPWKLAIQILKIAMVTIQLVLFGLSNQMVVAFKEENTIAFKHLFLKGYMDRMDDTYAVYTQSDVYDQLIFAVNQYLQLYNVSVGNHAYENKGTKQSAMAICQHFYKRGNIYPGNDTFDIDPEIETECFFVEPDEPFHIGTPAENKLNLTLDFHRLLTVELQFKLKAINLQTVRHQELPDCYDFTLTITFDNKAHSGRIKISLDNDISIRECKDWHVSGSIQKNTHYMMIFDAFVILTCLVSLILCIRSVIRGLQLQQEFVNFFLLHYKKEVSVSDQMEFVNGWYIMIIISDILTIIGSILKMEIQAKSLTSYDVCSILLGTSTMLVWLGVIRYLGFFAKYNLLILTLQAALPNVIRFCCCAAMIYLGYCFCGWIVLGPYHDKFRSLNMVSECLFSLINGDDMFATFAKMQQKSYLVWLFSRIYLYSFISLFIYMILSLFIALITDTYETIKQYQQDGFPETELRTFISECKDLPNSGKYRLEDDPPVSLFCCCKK
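Material: TRPML3-YFP stable HEK293 cells | Dosing: One concentration, 3 µM nominal, 0.3% DMSO | Timing: 125 s total fluorescence read per well | Technique: Fluo-8 calcium dye fluorescence, ex 470-495, em 515-575 nm | Measure: Percent activation from peak-to-basal fluorescence ratio, scaled between DMSO and carbachol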
Active calls of the source: *; nt = no result given. The order is random; overall some 5.9% were active at least once.

SMILES	Runt-SMMHC FRET	TRPN1 ag	p47phox inh	MDM2 E3 inh	TNF death inh	PPC-1+TRAIL kill	EBV gp42 block	CHOP inhibitor	TRPML3 ag
CC1=C(C(=O)NC(C)CCc2ccccc2)C2(CCC(C)CC2)OC1=O (centres undefined)	1	-0.3	-1	36*	-0.4	16	0	31	0.2
COc1ccccc1NC(=O)Nc1ccc(Cl)c(S(=O)(=O)Nc2ccccc2OC)c1	-6	1.1	-26	-13	2.8	-1	-6	56	0.1
O=C(CCNC(=O)Cn1cnc2ccccc2c1=O)NCC1CCCO1 (centres undefined)	-1	0.1	-3	9	0.5	18	-1	3	0.3
CCc1ccccc1NNC(=O)c1snnc1C	1	-0.7	-8	-6	-4.3	16	-9	11	0.0
COc1ccc(O)c(C(=O)/C=C/c2cc3ccccc3o2)c1	nt	0.7	-2	nt	-3.0	nt	6	2	0.1
Clc1ccc(OCc2nc(-c3ccncc3)no2)c(Br)c1	1	-1.2	-5	-19	-1.8	23	-11	63	0.4
COc1ccc(C/C(=N\O)c2ccc(OC)cc2)cc1	-2	-1.1	-17	-20	0.7	17	-7	36	-1.0
CCOC(=O)c1nc2cc3n(c(CC(C)C)c-2c1C)CC(C)=C3C	-96	0.8	-20	-20	-0.7	11	-11	17	0.8
CCc1ccc2c(c1)[C@H]1OCC[C@H]1[C@@H](c1cccs1)N2	-2	-2.3	0	7	0.6	5	4	42	0.1
CC(=O)NC1=NN(C(C)=O)C(c2cccs2)S1 (centres undefined)	3	1.7	-3	nt	-0.7	4	-18	-6	0.8
COc1ccc(S(=O)(=O)NC(C)C(=O)O)cc1 (centres undefined)	3	0.9	-7	-18	0.8	-7	-5	-16	0.4
CC(C)NC(=O)CCCc1c[nH]c2ccccc12	0	-1.1	-17	-9	-0.2	-4	-13	4	0.6
O=C(O)CC(c1ccccc1)n1cnnn1 (centres undefined)	-7	0.6	-12	3	1.0	8	-15	-3	1.0
O=C(Nc1ccc2c(c1)OCCO2)c1cc(-n2cnnc2)ccc1Cl	2	-0.1	-3	-5	-1.2	29	-17	-12	-0.1
CCN(CCNC(=O)C1CCN(S(C)(=O)=O)CC1)c1ccccc1	4	1.4	-4	-10	-3.1	18	-4	0	0.1
S=C1N(c2ccccc2)C(c2cccc3ccccc23)N2CCCN12 (centres undefined)	0	-0.8	-3	-9	2.0	-27	-7	-3	0.7
Cn1c(=O)c2c(SCc3ccccc3)nc(C3CC3)nc2n(C)c1=O	-6	0.1	-3	-18	-0.6	-13	-13	12	-0.4
O=C(NCc1ccccn1)c1cccc(NS(=O)(=O)c2cccc(F)c2)c1	-3	0.5	-3	-1	1.3	24	-7	10	0.8
CC1Oc2ccccc2C=C1/C=N/NC(=O)c1ccccc1 (centres undefined)	3	1.1	-1	nt	1.4	19	-15	-23	-0.1
CCOC(=O)Nc1sc(C)c(C)c1C(N)=O	3	0.3	-10	-17	2.4	-10	-2	-1	0.8
O=C(O)COc1ccc(/C=N/n2cnc3scc(-c4cccs4)c3c2=O)cc1	-1	-0.3	-3	-3	0.4	-12	1	-6	-0.8
CCSc1nc(-c2cccs2)nc2ccccc12	-1	-0.2	-10	-3	0.0	-12	-8	14	0.6
CN(Cc1c(C(=O)N2CCc3ccccc3C2)nc2ccc(Cl)cn12)C(C1CC1)C1CC1	1	-1.5	-1	-2	0.0	8	-12	62	-0.7
Cc1cc(NC(=O)CSc2nc3c(sc4ccccc43)c(=O)n2CCc2ccccc2)n[nH]1	-1	0.8	32*	-9	3.0	17	12	6	0.0
CSCCC(NS(=O)(=O)c1ccc2c(c1)oc(=O)n2C)C(=O)NCc1ccc(C)cc1 (centres undefined)	-2	1.3	-5	1	2.1	11	-2	0	0.5
Other entries.
SMILES	Runt-SMMHC FRET	TRPN1 ag	p47phox inh	MDM2 E3 inh	TNF death inh	PPC-1+TRAIL kill	EBV gp42 block	CHOP inhibitor	TRPML3 ag
COc1ccc(/C=C/C(=O)NC(=S)NNC(=O)c2cc(OC)c(OC)c(OC)c2)cc1	-11	0.7	5	3	-0.5	11	5	89*	0.5
CCn1cc(CNC(=O)CCSc2nc(-c3ccco3)cc(C(F)(F)F)n2)cn1	6	0.5	-6	-6	-5.2	25	-16	22	0.1
C=CCn1c(SCC(=O)Nc2ccc3c(c2)CCC3)nnc1-c1cccs1	0	-2.2	-2	-20	1.4	12	-11	28	0.2
O=S(=O)(/N=C/c1c(O)ccc2ccccc12)c1cccs1	2	-0.4	8	1	-4.6	5	-1	-30	1.0
O=C(CN1CCN(c2ccccc2Cl)CC1)NC1CCCc2ccccc21 (centres undefined)	1	-1.5	4	-5	2.1	-18	-4	44	-0.1
COCCCNc1nc(N)c([N+](=O)[O-])c(Nc2ccccc2OC)n1	-2	0.6	-15	0	-9.0	25	-2	21	0.6
CCn1c(=O)c2c(nc(SCC(=O)NCC3CCCO3)n2C)n(C)c1=O (centres undefined)	4	1.2	-7	-7	-3.1	17	-5	-4	1.1
Oc1ccccc1/C=N/N1CCCCC1	-3	1.2	-4	-4	0.3	14	-7	-1	0.3
CSc1[nH]c(=O)c(C(=O)O)cc1C#N	1	0.8	-10	-13	-2.4	15	-4	13	0.2
CCOC(=O)Cn1c(N)c(C(=O)OC)sc1=S	-2	-1.4	-6	0	1.0	4	-1	25	0.1
O=C(O)COc1ccc(NC(=O)c2ccco2)cc1	-3	-1.1	-3	7	0.3	15	-8	9	0.2
NC(=O)C1CCN(C2CC(=O)N(Cc3ccc(N4CCCC4=O)cc3)C2=O)CC1 (centres undefined)	0	-0.8	-1	1	1.6	-3	7	10	0.7
O=C(CSc1ncn[nH]1)N1N=C2/C(=C/c3ccccc3)CCCC2C1c1ccccc1 (centres undefined)	1	0.1	-9	-4	2.0	39	-25	21	-0.4
N/C(=N\OC(=O)c1ccc(Cl)cc1Cl)c1ccc(Cl)cc1	-10	2.1	-3	-65	-3.0	18	-9	62	0.2
O=C1COc2ccc(C(=O)c3ccccc3C(=O)O)cc2N1	0	0.8	-6	-12	0.4	10	-8	-18	0.9
COC(=O)c1cc(C(=O)c2cccc(Cl)c2Cl)cn1C	-4	-2.5	0	1	-8.6	-7	-8	65	-0.8
Cc1ccc(CNC(=O)CSc2nc3ccccc3c3nc(C)nn23)cc1	2	0.8	0	-15	0.5	18	-18	2	-0.2
Cc1cc(C)n(-c2nc(NCC3CCCO3)c3c4c(sc3n2)COC(C)(C)C4)n1 (centres undefined)	6	-0.3	-17	-8	-3.8	18	-21	95*	0.2
CN(Cc1cn(Cc2ccccc2)nc1-c1ccc2c(c1)OCO2)Cc1nccn1C	-2	-1.5	-1	6	1.4	16	-9	24	0.0
CSc1nc2ccccc2n1CC(=O)N1CCCCC1	-5	0.4	-9	2	-2.7	15	-19	20	0.4
CCc1ccccc1NC(=S)N(Cc1cccs1)C1CCCC1	0	1.4	-1	-3	-2.5	33	1	18	0.3
COc1ccccc1N(CC(O)Cn1c2ccccc2c2ccccc21)S(=O)(=O)c1ccccc1 (centres undefined)	-2	-1.1	6	18	0.5	22	8	56	0.4
CC1CCN(C(=O)C2CCN(S(=O)(=O)c3cccc4nsnc34)CC2)CC1	3	0.5	4	-10	-0.7	nt	0	-18	0.3
Cc1ccc(/C([O-])=C(/C(=S)NCCN2CCOCC2)[n+]2ccccc2)cc1[N+](=O)[O-]	-6	-1.1	-13	0	0.0	-9	10	9	0.8
CC(C)OCCCNC(=O)C1CCC(CNS(=O)(=O)c2ccc(Cl)cc2)CC1 (centres undefined)	-1	-0.6	-5	-7	3.4	-16	2	-2	0.2
The list goes on.
SMILES	Runt-SMMHC FRET	TRPN1 ag	p47phox inh	MDM2 E3 inh	TNF death inh	PPC-1+TRAIL kill	EBV gp42 block	CHOP inhibitor	TRPML3 ag
Cc1cc(/C=N/Nc2ccc([N+](=O)[O-])cn2)c(C)n1-c1ccccc1	-9	-0.7	-21	-3	0.4	-1	-17	7	0.2
O=C(CSc1nccn1-c1ccc(Cl)cc1)Nc1ccc2c(c1)OCO2	-3	2.2	-16	-11	-1.8	12	-10	-1	-0.8
CCC(=O)Nc1ccc(C(=O)Nc2c[nH]c(=O)[nH]c2=O)cc1	0	-0.5	-11	-5	0.0	-11	-19	14	1.3
Cc1ccc(S(=O)(=O)Nc2ccccc2C(=O)Nc2nc(-c3ccc(F)cc3)cs2)cc1	-15	14	-88	-13	-1.7	25	-35	67	12*
Cc1ccc(/C=N/NC(=O)C(C)NC(=O)c2ccccc2)cc1 (centres undefined)	2	-0.8	4	-14	0.7	nt	-7	-11	-0.1
O=C(CN1CCC(c2nc3ccccc3s2)CC1)NCc1cccs1	2	8.6	-24	0	-4.3	12	-13	nt	3.2
CC(C)c1ccc2[nH]c(O)c(N=NC(=O)c3cccc(S(=O)(=O)Nc4ccc(Cl)cc4)c3)c2c1	-6	1.1	-17	-7	-0.4	5	-3	-5	0.3

A draw from above in order of molecular weight, ascending.
SMILES	Runt-SMMHC FRET	TRPN1 ag	p47phox inh	MDM2 E3 inh	TNF death inh	PPC-1+TRAIL kill	EBV gp42 block	CHOP inhibitor	TRPML3 ag
Cc1ccc(/C=N/NC(=O)C(C)NC(=O)c2ccccc2)cc1 (centres undefined)	2	-0.8	4	-14	0.7	nt	-7	-11	-0.1
Cc1cc(/C=N/Nc2ccc([N+](=O)[O-])cn2)c(C)n1-c1ccccc1	-9	-0.7	-21	-3	0.4	-1	-17	7	0.2
O=C(CN1CCC(c2nc3ccccc3s2)CC1)NCc1cccs1	2	8.6	-24	0	-4.3	12	-13	nt	3.2
O=C(CSc1nccn1-c1ccc(Cl)cc1)Nc1ccc2c(c1)OCO2	-3	2.2	-16	-11	-1.8	12	-10	-1	-0.8
CC1CCN(C(=O)C2CCN(S(=O)(=O)c3cccc4nsnc34)CC2)CC1	3	0.5	4	-10	-0.7	nt	0	-18	0.3
Cc1ccc(/C([O-])=C(/C(=S)NCCN2CCOCC2)[n+]2ccccc2)cc1[N+](=O)[O-]	-6	-1.1	-13	0	0.0	-9	10	9	0.8
Cc1ccc(S(=O)(=O)Nc2ccccc2C(=O)Nc2nc(-c3ccc(F)cc3)cs2)cc1	-15	14	-88	-13	-1.7	25	-35	67	12*
